ARNT TACC3 PPI: disrupts binding between human ARNT and TACC3. Q9Y6A5. inhibition, % at 9.99 µM. AlphaScreen His-ARNT PAS-B/GST-TACC3 binding, luminescence; TACC3 fragment carries E629A point mutation. hit rate 0.66% among 390,000;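 active means mean inhibition of replicates at least 50% and at least half of replicates each reaching 50%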;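 further: 0% = complete ARNT plus TACC3 wells and 100% = ARNT alone without TACC3; many hits fall short of the cut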
ERAP1 HTS inh: ERAP1 (human) enzyme inhibition | recombinant ERAP1, Leu-AMC fluorescence, 60 min | inhibition, % at 10.7 µM | hit rate 0.15% among 340,000 | AID 652197;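 active means mean replicate inhibition of at least 30%, or all replicates individually reaching that 30% level; inactive means mean below 30% and not every replicate reaching it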;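 further: 0% = neutral control wells and 100% = L-leucinethiol positive control wells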
RAD54 inh: RAD54 (human) branch migration inhibition. RAD54 Holliday junction branch migration, FAM/BHQ fluorescence. hit rate 0.14% among 360,000. inhibition, % at 10.4 µM. Q92698;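 active means mean normalized replicate activity at least 40 and at least half of replicates scoring 40 or more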;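 further: 0% = median of neutral control wells and 100% = median of positive control wells; inhibitors cause a drop in the FAM fluorescence signal; in these data hits start at about 50%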
RAD52 inh: blocks human RAD52 DNA annealing. recombinant RAD52 DNA annealing, FRET fluorescence. inhibition, % at 18.7 µM. P43351. hit rate 0.46% among 360,000;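 active means every replicate showing at least 50% inhibition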
Target sequence (P43351 whole entry, looked up): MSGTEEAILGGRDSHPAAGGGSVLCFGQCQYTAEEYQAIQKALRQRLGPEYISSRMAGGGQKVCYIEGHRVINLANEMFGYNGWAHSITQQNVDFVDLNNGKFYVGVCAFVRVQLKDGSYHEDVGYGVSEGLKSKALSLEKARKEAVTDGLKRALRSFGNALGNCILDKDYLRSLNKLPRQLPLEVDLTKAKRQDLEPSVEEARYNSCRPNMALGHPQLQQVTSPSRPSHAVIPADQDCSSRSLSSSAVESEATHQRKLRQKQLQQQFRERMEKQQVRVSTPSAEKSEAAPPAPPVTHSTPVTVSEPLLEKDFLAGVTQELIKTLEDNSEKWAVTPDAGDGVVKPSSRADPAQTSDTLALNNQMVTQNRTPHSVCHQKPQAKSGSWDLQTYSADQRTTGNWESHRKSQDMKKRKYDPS
INS-1E GSIS act: primary screen for activators of insulin secretion dependent on glucose, INS-1E cells, GLuc reporter luminescence; activation, % at 16.6 µM; INS-1E GLuc reporter insulin secretion, 2-3 h; hit rate 0.61% among 370,000; AID 743287;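 active means lowest replicate activation of at least 40%, so every replicate reaches that level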;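 further: 0% = median of neutral control wells and 100% = median of IBMX positive control wells; some compounds called inactive have numbers as strong as hits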
XiGFP reactiv: reactivates the inactive X chromosome in mouse fibroblasts; XiGFP mouse fibroblasts, % GFP-positive cells imaging, 3 d; cells co-treated with 5-aza-dC sensitizer; scaled so ellipticine positive control = 100%; activation, % at 7.58 µM; AID 743238; hit rate 0.055% among 360,000;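 active means mean normalized replicate activation at least 10% and every replicate at or above 10%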;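 further: 0% = median of on-plate neutral control wells and 100% = ellipticine 6 µM median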
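Material: XiGFP fibroblasts, SV40-immortalized; Buffer or medium: DMEM containing 5-aza-dC; Compound dosing: single point; Times: 3 days compound exposure.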
CFTR F508del cor: CFTR F508del correction in bronchial cells; AID 720511; activity (quench increase), % at 7.58 µM; CFBE cells, YFP halide quenching; stimulated with forskolin plus potentiator P3; % fluorescence drop versus neutral controls; hit rate 0.36% among 350,000;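 active means mean added fluorescence quench of at least 8% versus neutral control, with both replicates also reaching 8%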;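 further: cells transiently co-express mutant CFTR-F508del with the halide-sensitive YFP; corrector assay measuring rescue of mutant channel to the surface after 24 h compound exposure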
esBAF inh: SWI/SNF esBAF complex inhibition. mouse ES cells, Bmi1-luciferase knock-in reporter, 24 h; 100% = twice the neutral-well signal. reporter increase, % at 12.5 µM. hit rate 2% among 350,000. AID 602393; in the data active means activation above about 40%;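 further: 0% = median of the plate's neutral control wells and 100% = double that signal; a rise in the Bmi1 reporter signal indicates esBAF inhibition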
The depositor's hits bear a star; . = not tested or not shown; & = joins results of further samples.

The opening 2 records, to show the layout:
SMILES | ARNT TACC3 PPI | ERAP1 HTS inh | RAD54 inh | RAD52 inh | INS-1E GSIS act | XiGFP reactiv | CFTR F508del cor | esBAF inh
CC1CCCCN1C(=O)C1CCCN(S(=O)(=O)c2cccc3nsnc23)C1 (configuration not stated) | -0.5 | 2.3 | 2.9 | -7.6 | 17.3 | 0.2 | -0.3 | 0.4
Cc1ccccc1CN1C(=O)c2ccccc2S1(=O)=O | -22.0 | -3.6 | 2.3 | -2.9 | 7.5 | -0.1 | -4.9 | -5.1

The list itself (from the top)
SMILES | ARNT TACC3 PPI | ERAP1 HTS inh | RAD54 inh | RAD52 inh | INS-1E GSIS act | XiGFP reactiv | CFTR F508del cor | esBAF inh
CC1CCCCN1C(=O)C1CCCN(S(=O)(=O)c2cccc3nsnc23)C1 (configuration not stated) | -0.5 | 2.3 | 2.9 | -7.6 | 17.3 | 0.2 | -0.3 | 0.4
Cc1ccccc1CN1C(=O)c2ccccc2S1(=O)=O | -22.0 | -3.6 | 2.3 | -2.9 | 7.5 | -0.1 | -4.9 | -5.1
C[C@@H]1CN([C@@H](C)CO)S(=O)(=O)c2ccc(/C=C/c3ccccc3)cc2O[C@H]1CN(C)Cc1ccccc1 | -1.3 | 0.2 | -7.1 | 4.5 | -3.0 | -1.0 | 3.3 | -8.4
COC(=O)C[C@H]1C=C[C@H](NC(=O)C2CCOCC2)[C@@H](CO)O1 | . | -2.3 | . | -14.2 | 14.8 | 0.0 | 3.2 | .
C=CCOC(=O)C1=C(C)NC(SC)=C(C#N)C1c1ccc(OCC)cc1 (configuration not stated) | -20.8&-9.5 | -4.4 | -18.2&1.0 | -13.6 | . | -0.1 | -0.4 | -8.1&-53.7
CC(C)N(Cc1ccccc1)C(=O)COC(=O)C1CCN(S(=O)(=O)c2ccc3c(c2)OCCO3)CC1 | -1.7 | -0.3 | -0.9 | -10.5 | -8.9 | 0.3 | -1.8 | 1.4
CC(NC1CCCCC1)C(=O)NN=C(c1ccccc1)c1ccccc1 (configuration not stated) | -5.3 | -2.9 | . | 0.5 | 1.0 | 0.1 | -4.6 | .
O=C1NC2(CCCCCC2)C(=O)N1Cc1ccc(F)cc1Cl | 3.5 | 2.0 | -0.1 | -5.7 | -9.6 | 0.0 | 3.9 | -7.2
Cc1ccc(C(=O)NCC(=O)OCC(=O)c2ccc3c(c2)NC(=O)CO3)cc1 | -5.5 | 7.4 | . | 8.8 | 9.9 | 0.2 | -0.5 | .
COc1ccc(-c2ccc3n(c2=O)C[C@H]2[C@H](CO)[C@@H](C(=O)N(C)C)[C@@H]3N2Cc2cncnc2)cc1 | -0.7 | -1.9 | 3.2 | -4.3 | -5.3 | 0.1 | . | -5.1
C[C@@H]1CN([C@@H](C)CO)C(=O)c2cc(NC(=O)Nc3ccc(C(F)(F)F)cc3)ccc2O[C@@H]1CN(C)Cc1ccncc1 | -0.7 | -1.8 | -1.9 | 3.5 | -16.5 | -0.1 | -0.5 | 5.4
O=C(O)/C=C/C(=O)N(Cc1ccccc1)Cc1ccco1 | -0.1 | 0.4 | . | -12.9 | -4.4 | 0.1 | 3.0 | -9.8
COc1ccc(S(=O)(=O)Nc2ccc3c(c2)[C@@H]2C[C@H](CC(=O)N(C)C)O[C@H](CO)[C@@H]2O3)cc1 | -5.0 | -1.7 | -5.7 | -9.3 | -4.5 | 0.1 | 3.8 | 1.2
COC(=O)C(Cc1ccc(O)cc1)NC(=O)c1ccc2c(c1)OCCO2 (configuration not stated) | 2.2 | -1.7 | -4.4 | -29.5 | 25.6 | 0.1 | -1.6 | 55.0*
CCN(CC)C(=O)Cn1cc(S(=O)(=O)CC(=O)Nc2ccc(F)cc2)c2ccccc21 | 3.2 | -0.1 | -9.0 | -2.0 | 10.1 | 0.0 | -0.7 | .
CSc1ccc(/C=N/NC(=O)COc2ccc(Br)cc2Cl)cc1 | -4.0 | 1.7 | . | -0.2 | 0.1 | 0.1 | . | .
COc1ccc(-n2nnc3c(=O)n(Cc4cc(C)ccc4C)cnc32)cc1 | 3.7 | . | 1.0 | . | 21.2 | . | . | -7.0
CCN(CC)C(=O)c1sc(NC(=O)Cc2cccs2)c(C#N)c1C | -4.7 | 0.0 | 1.5 | -9.6 | 21.5 | . | . | -3.9
O=c1[nH]c2ccccc2n1CCC1CCCCC1 | 0.7 | 6.7 | 2.5 | 2.6 | -31.5 | . | -2.2 | 34.8
COC(=O)c1ccc(C(=O)OC)c(NC(=O)CN2CCC(C)CC2)c1 | -5.2 | 6.6 | . | 0.4 | 2.1 | 0.1 | -1.7 | .
CO[C@H]1CN(C)C(=O)c2cc(NC(=O)C3CC3)ccc2OC[C@H](C)N(C(=O)c2ccncc2)C[C@@H]1C | -4.8 | 3.2 | 10.5 | 3.6 | 13.9 | -0.4 | 2.0 | 0.2
O=C(C[C@@H]1C=C[C@H](NC(=O)CC2CC2)[C@H](CO)O1)NCc1ccc(-c2ccccc2)cc1 | 14.0 | -0.6 | -9.1 | -0.9 | -5.0 | -0.2 | -1.0 | 7.1
Cc1nc(SCC(=O)Nc2cc(S(=O)(=O)N3CCOCC3)ccc2Cl)nc(C)c1C | 5.1 | -1.4 | -13.7 | 11.8 | 16.1 | 0.0 | 5.0 | 1.0
Cc1c(NS(=O)(=O)c2cc(C(=O)Nc3ccc(F)cc3Cl)ccc2Cl)c(=O)n(-c2ccccc2)n1C | . | 4.3 | -8.0 | -16.6 | -14.3 | 0.0 | -0.7 | 0.2
CCOc1ccc(NC(=O)Nc2nnc(CC(=O)NCc3ccccc3)s2)cc1 | . | -2.2 | . | -13.0 | 6.8 | 0.0 | . | .

New compounds follow
SMILES | ARNT TACC3 PPI | ERAP1 HTS inh | RAD54 inh | RAD52 inh | INS-1E GSIS act | XiGFP reactiv | CFTR F508del cor | esBAF inh
CSc1ncc(Cl)c(C(=O)NCc2cccnc2)n1 | -7.2 | 1.8 | 3.3 | -6.5 | 28.3 | 0.2 | -0.3 | -5.5
Cn1nccc1C(=O)OCC(=O)Nc1ccccc1Cl | 0.0 | 2.3 | 1.2 | 0.3 | 7.2 | 0.2 | 0.1 | 5.5
Cc1ccc(OCC(=O)Nc2nnc(S(=O)(=O)N3CCCCC3)s2)cc1 | -55.1 | 0.4 | 4.8 | -5.4 | -16.4 | 0.6 | 1.7 | 7.9
CC1CC1C(=O)N(C)CC(=O)Nc1ccc(Cl)c(C(F)(F)F)c1 (configuration not stated) | -4.5 | 3.1 | -4.2 | -8.2 | -20.0 | 0.1 | -0.4 | .
O=C(O)CN1C(=O)/C(=C\c2ccccc2OCc2ccc(Cl)cc2Cl)SC1=S | 25.5 | 8.4 | 0.0 | -18.6 | 17.9 | 0.2 | 3.2 | -58.0
O=C(CSc1ccccn1)Nc1nc2ccc(Br)cc2s1 | -3.0 | 3.1 | -2.1 | -18.1 | . | . | -1.4 | .
C[C@H](CO)N1C[C@H](C)[C@@H](CN(C)C(=O)Nc2cccc3ccccc23)Oc2ccc(NC(=O)CCN3CCOCC3)cc2CC1=O | . | 3.9 | . | -5.5 | -0.3 | -1.1 | -2.6 | .
CSC1=N/C(=C\c2cccc(Cl)c2)C(=O)N1N(C)C | 3.1 | 1.5 | . | -6.0 | 9.3 | -0.1 | 1.7 | .
CN(C)S(=O)(=O)c1ccc(C(=O)NNC(=O)c2ccccc2-n2cccc2)cc1 | 3.0 | 2.0 | -0.2 | -10.0 | 13.3 | 0.0 | -4.2 | 0.7
CCS(=O)(=O)N1CC(=O)N2[C@H](C1)[C@@H](c1ccc(C#CC3CCCCC3)cc1)[C@@H]2CO | . | 1.5 | . | -14.1 | -3.8 | 0.0 | 3.3 | .
O=C(O)CCC(NC(=O)c1ccc(Cl)cc1)C(=O)O (configuration not stated) | -12.3 | -0.2 | . | -13.1 | 12.9 | 0.0 | 2.3 | .
CCN(CC)C(=O)CSc1nc(-c2ccccc2)cc(=O)[nH]1 | 1.8 | 4.2 | . | -8.8 | . | 0.0 | 1.6 | -3.5
C[C@@H]1CN([C@H](C)CO)C(=O)c2c(c3ccccc3n2C)-c2ccccc2CO[C@@H]1CN(C)Cc1ccc(F)cc1 | . | -3.3 | . | 16.8 | -17.7 | -0.3 | 1.6 | .
CCOc1ccccc1CN1CCN(C2CCOCC2)CC1CCO (configuration not stated) | -1.3 | -3.4 | -4.3 | -19.4 | 17.2 | -0.2 | 2.6 | -4.2
COc1cc(CCC(=O)N2CCN(c3ccccc3Cl)CC2)cc(OC)c1OC | -7.6 | -0.8 | -1.6 | -13.6 | 4.5 | 0.1 | -3.4 | 11.2
CSc1ccc(Cn2c(C)c(C(=O)NCc3cccc(Cl)c3)sc2=O)cc1 | . | . | 4.8 | -120.9 | -13.6 | 0.0 | 0.9 | 7.4
CC(=O)c1cccc(N(CC(=O)N2CCCCC2)S(C)(=O)=O)c1 | 0.8 | . | -0.9 | . | -3.2 | . | . | -0.1
CC(C)NC(=O)Nc1ccc2c(c1)C(=O)N([C@@H](C)CO)C[C@H](C)[C@H](CN(C)Cc1ccc(Cl)c(Cl)c1)OCCCC[C@@H](C)O2 | -5.3 | 2.1 | -1.6 | 18.0 | -32.4 | 0.0 | 1.9 | 1.1
O=C(O)c1cc(S(=O)(=O)N2CCCCC2)ccc1Cl | 20.8 | -4.1 | 1.1 | 5.6 | -11.2 | 0.0 | 3.0 | -0.8
COc1cccc(OC)c1C(=O)NCC12CC3CC(C1)CC(CNC(=O)c1c(OC)cccc1OC)(C3)C2 | -1.7 | 3.7 | 2.1 | -10.3 | 9.5 | 0.1 | 1.4 | -2.1
COc1ccc(Cl)cc1-c1csc(N)n1 | 2.1 | -0.2 | . | -28.8 | -8.1 | 1.5 | 1.8 | .
C=CCN(C(=O)CNC(=O)c1ccco1)C(C(=O)NC1CCCCC1)c1cccnc1 (configuration not stated) | -3.8 | 3.2 | -4.7 | -17.5 | -11.5 | 0.6 | -1.8 | -2.6
CC(Sc1nc(N2CCOCC2)c2c(c1C#N)CC(C)(C)OC2)C(=O)Nc1ccccc1 (configuration not stated) | 1.1 | 4.6 | -6.1 | -12.2 | . | . | . | 0.4
Fc1ccc(-c2csc(Nc3ccccn3)n2)c(F)c1 | -3.4 | 0.3 | -7.9 | -15.2 | 13.9 | 0.1 | 4.1 | 16.1
C=CCn1c(SCC(=O)N(CC)C2CCS(=O)(=O)C2)nc2ccccc2c1=O (configuration not stated) | -5.2 | 6.0 | . | -6.2 | 0.7 | 0.0 | -0.8 | 0.0

Continued.
SMILES | ARNT TACC3 PPI | ERAP1 HTS inh | RAD54 inh | RAD52 inh | INS-1E GSIS act | XiGFP reactiv | CFTR F508del cor | esBAF inh
CCC(=O)Nc1ccc2c(c1)ncn2-c1ccccc1C | 8.8 | . | -8.9 | -1.8 | 3.4 | 0.1 | -3.0 | 4.5
CC(=O)N(C)C[C@@H]1Oc2cc(-c3cccc(C#N)c3)ccc2S(=O)(=O)N([C@H](C)CO)C[C@@H]1C | 3.3 | 10.2 | -4.4 | 15.4 | 25.7 | -1.1 | -1.1 | 3.7
CCOc1ccc(NC(=O)CN(C)C(=O)Cc2sc(C)nc2-c2ccc(F)cc2)cc1OCC | -18.1 | -0.6 | -3.3 | -19.5 | -14.2 | -0.2 | -7.7 | -9.4
CCN(C[C@@H]1[C@@H](c2ccccc2)[C@H](CO)N1Cc1cccnc1)C(C)=O | -10.3 | 1.4 | 4.3 | -5.2 | 2.2 | 0.0 | -1.7 | 0.3
CS(=O)(=O)N1CCCCC1c1cc(C(=O)NCc2ccccc2)no1 (configuration not stated) | . | -2.3 | -0.5 | 5.5 | 17.2 | 0.0 | 2.1 | -8.4
Cc1sc2nc(-c3cccs3)oc(=O)c2c1C | -10.0 | -0.8 | -1.8 | -11.0 | -8.3 | 0.2 | 0.7 | 10.0
COc1cc(Cl)c(C)cc1NC(=O)COC(=O)CCc1nc2ccccc2c(=O)[nH]1 | -6.7 | 0.2 | . | -21.0 | -2.5 | -0.7 | -1.3 | .

Assay outcomes as filed in PubChem BioAssay.
